Screens as filed in PubChem.
CYP2C19 inhib: inhibitors of human CYP2C19; CYP2C19 Supersomes, luciferin-H EGE luminescence, 30 min; inhibition, % at 5 µM; 21% of 96,000 active; AID 778;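 active = CYP2C19 inhibition above a set limit at 5 µM in the primary screen, cut at about 50% in these data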;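 note: plate controls were negative control wells for no effect and 2.5 mM tranylcypromine positive control for full effect; values of inactives mirror those of a sister screen read the other way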
S1P2 ag: activates the human S1P2 receptor. activation, % at 4.5 µM. AID 729. 0.46% of 97,000 active. O95136. S1P2-expressing cell line, agonist reporter read-out; in the data active = activation above about 16%;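 note: 0% = vehicle low control and 100% = maximal reference agonist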
Target sequence (O95136 whole entry, looked up): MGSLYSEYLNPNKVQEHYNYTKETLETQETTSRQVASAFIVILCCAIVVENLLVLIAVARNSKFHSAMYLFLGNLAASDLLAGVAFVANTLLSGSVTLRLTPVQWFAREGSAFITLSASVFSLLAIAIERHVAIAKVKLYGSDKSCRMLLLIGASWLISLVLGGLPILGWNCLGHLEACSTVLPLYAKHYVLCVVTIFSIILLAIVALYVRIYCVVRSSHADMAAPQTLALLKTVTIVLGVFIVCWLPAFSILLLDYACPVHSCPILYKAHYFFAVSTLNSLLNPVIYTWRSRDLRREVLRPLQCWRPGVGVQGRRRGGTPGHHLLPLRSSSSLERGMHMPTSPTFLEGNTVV
sEH activator: activators of human soluble epoxide hydrolase; purified human sEH enzymatic activity, activator screen; activation, % at 2 µM; 0.04% of 91,000 active; in the data active = activation above about 37%; note: values of inactives mirror those of a sister screen read the other way
Target sequence (P34913 whole entry, looked up): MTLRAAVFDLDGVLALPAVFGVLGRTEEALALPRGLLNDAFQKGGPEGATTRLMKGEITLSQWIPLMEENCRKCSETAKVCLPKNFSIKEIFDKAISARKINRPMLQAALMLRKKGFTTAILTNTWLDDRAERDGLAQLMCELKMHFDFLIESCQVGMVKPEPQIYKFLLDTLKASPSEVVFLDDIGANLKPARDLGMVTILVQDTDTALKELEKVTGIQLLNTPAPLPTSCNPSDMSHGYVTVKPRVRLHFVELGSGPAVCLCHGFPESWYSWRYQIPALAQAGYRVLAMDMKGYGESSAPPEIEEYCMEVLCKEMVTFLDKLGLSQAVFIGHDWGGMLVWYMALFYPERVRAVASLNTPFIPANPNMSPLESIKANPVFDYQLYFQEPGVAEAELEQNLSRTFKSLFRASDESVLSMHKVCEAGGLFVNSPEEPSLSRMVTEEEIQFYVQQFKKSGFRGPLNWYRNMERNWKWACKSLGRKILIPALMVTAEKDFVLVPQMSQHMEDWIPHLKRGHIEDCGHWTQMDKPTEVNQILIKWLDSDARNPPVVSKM
PostGolgi ctrl: inhibits growth of the yeast control strain | efflux-deficient yeast background strain, growth absorbance A615, 16 h | inhibition, % at 10 µM | 5% of 98,000 active | AID 738
hDAT+cocaine: human DAT dopamine uptake with cocaine, either direction; Q01959; LLC-PK1 hDAT cells, [14C]-dopamine uptake with cocaine IC80; actives deviate in either direction; B-score at 10 µM; 1.3% of 110,000 active;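 active = Z score or B-score, a plate-position-corrected score, falls beyond the plate's 99.7% confidence bounds, in either direction; inactive = both scores lie inside the 99.7% bounds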;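 note: scored against the spread of the other compound wells on the same plate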
S1P2 antag: blocks the human S1P2 receptor; 0.21% of 97,000 active; cell-based S1P2 antagonist assay, inhibition at 5 uM; inhibition, % at 5 µM; in the data active = inhibition above about 45%;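 note: CRE beta-lactamase reporter cells expressing human S1P2 stimulated with S1P; 0% = agonist at EC80 alone and 100% = agonist plus reference antagonist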
CYP2C19 activ: activators of human cytochrome P450 2C19; P33261; recombinant CYP2C19, luciferin-H EGE luminescence; hits give high values; 0 = fully inhibited enzyme, 1 = untreated enzyme; activation factor at 5 µM; 96,000 tested, under 10 active;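 active = activation factor of at least 2 at 5 µM in the primary screen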;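 note: 0 = wells with 2.5 mM tranylcypromine and 1 = vehicle-only wells; values of inactives mirror those of a sister screen read the other way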
sEH inhibitor: blocks human soluble epoxide hydrolase activity; P34913; recombinant human sEH enzymatic activity assay; inhibition, % at 2 µM; 0.34% of 91,000 active; in the data active = inhibition above about 80%; note: values of inactives mirror those of a sister screen read the other way; many of its hits are not listed in these tables
PostGolgi yeast: growth inhibition of a yeast mutant, post-Golgi transport screen; 0.9% of 98,000 active; post-Golgi transport phenotypic cell assay; inhibition, % at 10 µM;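 note: yeast cells grown in 1536-well plates; yeast grown about 18 h at 30C before absorbance read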
* = called active by the depositor. Cut-off read from the data, not from the text of the source, unless noted: active = inhibition above about 30%; inactive = the rest.

`CCOc1ccc(N(CC(=O)Nc2cccc(F)c2)S(=O)(=O)c2c(C)noc2C)cc1` gave CYP2C19 inhib 13, S1P2 ag -2, sEH activator -28, PostGolgi ctrl -1, hDAT+cocaine -0.22, S1P2 antag -36, CYP2C19 activ 0.9, sEH inhibitor 30 and PostGolgi yeast -7.
`COc1cc(S(=O)(=O)N2CCOCC2)cc(C(=O)c2nccn2C)c1OC` gave CYP2C19 inhib 14, S1P2 ag -2, sEH activator -2, PostGolgi ctrl -5, hDAT+cocaine -0.49, S1P2 antag 0, CYP2C19 activ 0.9, sEH inhibitor 2 and PostGolgi yeast -2.
CCCN(CCC)C(=O)Cn1c(=O)n(CCCCC(=O)NC2CCCC2)c(=O)c2ccccc21 was read as CYP2C19 inhib 19, S1P2 ag -4, sEH activator -5, PostGolgi ctrl 11, hDAT+cocaine -0.69, S1P2 antag 15, CYP2C19 activ 0.8, sEH inhibitor 5 and PostGolgi yeast 7.
`O=C(C1Cc2ccccc2CN1S(=O)(=O)c1ccc(F)cc1)N1CCCCCC1` (centres undefined) gave CYP2C19 inhib 5, S1P2 ag -3, sEH activator -2, PostGolgi ctrl 5, hDAT+cocaine -1.3, S1P2 antag -6, CYP2C19 activ 0.9, sEH inhibitor 0 and PostGolgi yeast 2.
O=C(Nc1ccc2c(c1)OCO2)[C@@H]1[C@@H]2C(=O)N(C3CCCCC3)C(=O)[C@@H]2C2c3ccccc3C=CN21 (some centres undefined) was read as CYP2C19 inhib -8, S1P2 ag -5, sEH activator 17, PostGolgi ctrl 10, hDAT+cocaine 0.41, S1P2 antag 19, CYP2C19 activ 1.1, sEH inhibitor -19 and PostGolgi yeast 18.
O=c1[nH]n(-c2cccc(Cl)c2)c2ncccc12 was read as CYP2C19 inhib -11, S1P2 ag -6, sEH activator 1, PostGolgi ctrl 17, hDAT+cocaine 0.35, S1P2 antag -22, CYP2C19 activ 1.1, sEH inhibitor 2 and PostGolgi yeast 24.
Screening CC(C)COC(=O)CNc1n[nH]c(=S)[nH]c1=O returned CYP2C19 inhib -8, S1P2 ag -1, sEH activator -9, PostGolgi ctrl 5, hDAT+cocaine 0.86, S1P2 antag -6, CYP2C19 activ 1.1, sEH inhibitor 8 and PostGolgi yeast -12.
Screening C/C(N)=C(/C#N)C(=O)CSc1nnc(Cc2ccccc2F)n1N returned CYP2C19 inhib 42, S1P2 ag -5, sEH activator 7, PostGolgi ctrl 13, hDAT+cocaine -0.46, S1P2 antag 0, CYP2C19 activ 0.6, sEH inhibitor -4 and PostGolgi yeast 4.
Cc1cc(NCCN2CCOCC2)n2ncc(-c3ccc(Cl)cc3)c2n1 was read as S1P2 ag -3, sEH activator -7, S1P2 antag 3 and sEH inhibitor 5.
For COc1cccc(/C=N/NC(=O)c2cc(-c3cccn3C)n[nH]2)c1 the results were CYP2C19 inhib 1, S1P2 ag -6, sEH activator 6, PostGolgi ctrl 4, hDAT+cocaine 0.29, S1P2 antag -23, CYP2C19 activ 1, sEH inhibitor -2 and PostGolgi yeast 4.
Screening CCOC(=O)C1CCCCN1Cc1cccc(C(F)(F)F)c1 (centres undefined) returned CYP2C19 inhib 17, S1P2 ag -3, sEH activator 13, PostGolgi ctrl 3, hDAT+cocaine 0.72, S1P2 antag -18, CYP2C19 activ 0.8, sEH inhibitor -20 and PostGolgi yeast -1.
`CCc1ccc(-c2nc(CN3CCC(C(=O)NCc4ccco4)CC3)c(C)o2)cc1` gave CYP2C19 inhib 11, S1P2 ag -9, sEH activator 2, PostGolgi ctrl -1, hDAT+cocaine -0.22, S1P2 antag 29, CYP2C19 activ 0.9, sEH inhibitor 0 and PostGolgi yeast -2.
Screening COc1ccc(Br)cc1-c1nc(C)c(C(C)=O)n1O returned CYP2C19 inhib 10, S1P2 ag -3, sEH activator 11, PostGolgi ctrl 9, hDAT+cocaine 0.17, S1P2 antag 21, CYP2C19 activ 0.9, sEH inhibitor -7 and PostGolgi yeast 1.
`Cc1nnc(SCc2nnc(-c3ccccc3)o2)n(N)c1=O` gave CYP2C19 inhib -1, PostGolgi ctrl -12, hDAT+cocaine -1.9, CYP2C19 activ 1 and PostGolgi yeast -8.
O=C(CCCSc1nc2ccccc2s1)NC1=NCCS1 was read as CYP2C19 inhib 83*, S1P2 ag -9, sEH activator -3, PostGolgi ctrl 14, hDAT+cocaine 0.054, S1P2 antag 13, CYP2C19 activ 0.2, sEH inhibitor 4 and PostGolgi yeast 13.
`Cn1cccc1CNC1CCCCC1` gave CYP2C19 inhib 2, S1P2 ag -2, sEH activator 27, PostGolgi ctrl -4, hDAT+cocaine -0.077, S1P2 antag 14, CYP2C19 activ 1, sEH inhibitor -23 and PostGolgi yeast -4.
Screening Cc1cc2cc3c(cc2nc1SCC(=O)Nc1c(C)cccc1C)CCC3 returned CYP2C19 inhib 16, S1P2 ag -6, sEH activator -7, PostGolgi ctrl 14, hDAT+cocaine 1.8, S1P2 antag 10, CYP2C19 activ 0.8, sEH inhibitor 5 and PostGolgi yeast 0.
For CCOC(=O)/C(C#N)=C1/SC(CC)C(=O)N1c1ccc(C)cc1 (centres undefined) the results were CYP2C19 inhib 91*, S1P2 ag -10, sEH activator -2, PostGolgi ctrl -1, hDAT+cocaine -2.8*, S1P2 antag 19, CYP2C19 activ 0.1, sEH inhibitor -1 and PostGolgi yeast -9.
For CCn1c(C(=O)N2CCCC(C(=O)NCCCc3ccccc3)C2)cc2sccc21 (centres undefined) the results were S1P2 ag -7, sEH activator -94, hDAT+cocaine 0.32, S1P2 antag 17 and sEH inhibitor 94*.
For Cc1nn(C)cc1CNC(=O)c1ccccc1Br the results were CYP2C19 inhib 1, S1P2 ag -7, sEH activator -5, PostGolgi ctrl 0, hDAT+cocaine -0.027, S1P2 antag 10, CYP2C19 activ 1, sEH inhibitor 7 and PostGolgi yeast 1.
For Cc1cc(C)c2c(=O)[nH]n(C(C)C)c2n1 the results were CYP2C19 inhib 10, PostGolgi ctrl 5, hDAT+cocaine -1.4, CYP2C19 activ 0.9 and PostGolgi yeast 9.
Screening Nc1nc2nc(SCC(=O)N3CCCc4ccccc43)[nH]c2c(=O)[nH]1 returned CYP2C19 inhib -19, S1P2 ag -7, sEH activator 5, PostGolgi ctrl 7, hDAT+cocaine -1.5, S1P2 antag 28, CYP2C19 activ 1.2, sEH inhibitor -2 and PostGolgi yeast 3.
CCOC(=O)C1C(=O)C=C(C)C(C(=O)OCC)C1c1ccc(OC)cc1 (centres undefined) was read as CYP2C19 inhib 73*, S1P2 ag -3, sEH activator 10, PostGolgi ctrl 1, hDAT+cocaine -0.44, S1P2 antag -1, CYP2C19 activ 0.3, sEH inhibitor -13 and PostGolgi yeast 3.
CCOc1ccc(N(CC(=O)NCC(C)C)S(C)(=O)=O)cc1 was read as CYP2C19 inhib 60*, PostGolgi ctrl 3, hDAT+cocaine -0.088, CYP2C19 activ 0.4 and PostGolgi yeast -4.
CCCCCCC(=O)N/N=C/Cc1ccccc1 was read as CYP2C19 inhib 41, S1P2 ag -5, sEH activator -38, PostGolgi ctrl 3, hDAT+cocaine 1, S1P2 antag 0, CYP2C19 activ 0.6, sEH inhibitor 36 and PostGolgi yeast 8.
Screening CCc1c(C)nc2cc(-c3cc(OC)cc(OC)c3)nn2c1N1CCN(CCN2CCOCC2)CC1 returned S1P2 ag -1, sEH activator -2, hDAT+cocaine 1.8, S1P2 antag -31 and sEH inhibitor 6.
For O=C(Oc1ccc([N+](=O)[O-])cc1)c1ccc2ccccc2n1 the results were CYP2C19 inhib 0, S1P2 ag -2, sEH activator 4, PostGolgi ctrl 42*, hDAT+cocaine -0.7, S1P2 antag 12, CYP2C19 activ 1, sEH inhibitor -6 and PostGolgi yeast -2.
`CC(=O)c1cc(-c2ccccc2)[nH]c1N1CCCC1` gave CYP2C19 inhib 10, S1P2 ag -10, sEH activator -3, PostGolgi ctrl 26, hDAT+cocaine -0.02, S1P2 antag 3, CYP2C19 activ 0.9, sEH inhibitor 4 and PostGolgi yeast -3.
CCOC(=O)c1[nH]c(C)c(C(=O)N2CCOCC2)c1C was read as CYP2C19 inhib 3, S1P2 ag -4, sEH activator -13, PostGolgi ctrl 6, hDAT+cocaine -0.074, S1P2 antag 9, CYP2C19 activ 1, sEH inhibitor 12 and PostGolgi yeast 3.
CCC(=O)NCC(=O)OCC(=O)c1ccccc1 was read as S1P2 ag -2, sEH activator -1, hDAT+cocaine -1.1, S1P2 antag -1 and sEH inhibitor 1.

Already shown: 2 of the compounds above.
Cc1cc(NCCN2CCOCC2)n2ncc(-c3ccc(Cl)cc3)c2n1 was read as S1P2 ag -3, sEH activator -7, S1P2 antag 3 and sEH inhibitor 5.
For COc1cccc(/C=N/NC(=O)c2cc(-c3cccn3C)n[nH]2)c1 the results were CYP2C19 inhib 1, S1P2 ag -6, sEH activator 6, PostGolgi ctrl 4, hDAT+cocaine 0.29, S1P2 antag -23, CYP2C19 activ 1, sEH inhibitor -2 and PostGolgi yeast 4.

Continuation:
`COc1cccc(C(C(=O)NCc2ccco2)N(C(=O)Cn2nnc3ccccc32)C2CC2)c1OC` (centres undefined) gave CYP2C19 inhib 22, S1P2 ag -6, sEH activator -6, PostGolgi ctrl 11, hDAT+cocaine -0.0051, S1P2 antag -15, CYP2C19 activ 0.8, sEH inhibitor 6 and PostGolgi yeast -3.
Screening CCCC[n+]1ccn(C2=C([O-])c3ccccc3C(=O)/C2=N\S(=O)(=O)c2ccccc2)c1 returned CYP2C19 inhib 9, S1P2 ag 1, sEH activator -2, PostGolgi ctrl 7, hDAT+cocaine 0.9, S1P2 antag 33, CYP2C19 activ 0.9, sEH inhibitor 4 and PostGolgi yeast 14.
Screening Cc1cc2cc(CN(CCCO)S(=O)(=O)c3cccc4nsnc34)c(=O)[nH]c2cc1C returned CYP2C19 inhib 3, S1P2 ag -4, sEH activator -16, PostGolgi ctrl 6, hDAT+cocaine -0.23, S1P2 antag 10, CYP2C19 activ 1, sEH inhibitor 14 and PostGolgi yeast 3.
`COc1ccc(C(=O)Oc2ccc(=O)n(-c3ccccc3)n2)cc1` gave CYP2C19 inhib -9, S1P2 ag -7, sEH activator -2, PostGolgi ctrl 6, hDAT+cocaine -1.2, S1P2 antag 14, CYP2C19 activ 1.1, sEH inhibitor 1 and PostGolgi yeast -7.
Screening CC(C)N=C(Nc1ccccc1)c1cccnc1 returned CYP2C19 inhib 6, S1P2 ag -8, sEH activator -14, PostGolgi ctrl 7, hDAT+cocaine -1.8, S1P2 antag 4, CYP2C19 activ 0.9, sEH inhibitor 12 and PostGolgi yeast -2.
O=C1SC(c2ccccc2)=C/C1=C\N1CCCCC1 was read as CYP2C19 inhib 57*, S1P2 ag -6, sEH activator 0, PostGolgi ctrl 28, hDAT+cocaine 2.2, S1P2 antag 17, CYP2C19 activ 0.4, sEH inhibitor 0 and PostGolgi yeast -10.
For N#C/C(=N\Nc1c(Cl)cccc1Cl)C(=O)NN the results were CYP2C19 inhib 15, S1P2 ag -1, sEH activator -3, PostGolgi ctrl 9, hDAT+cocaine 0.43, S1P2 antag 9, CYP2C19 activ 0.9, sEH inhibitor 6 and PostGolgi yeast 2.
`COC(=O)c1cc(-c2c[nH]c3ccccc23)n[nH]1` gave CYP2C19 inhib 85*, S1P2 ag -10, sEH activator 3, PostGolgi ctrl 27, hDAT+cocaine 0.82, S1P2 antag 8, CYP2C19 activ 0.1, sEH inhibitor -6 and PostGolgi yeast 2.
`COc1cc(/C(C#N)=C/c2ccccc2)c([N+](=O)[O-])cc1OC` gave S1P2 ag -7, sEH activator 3, hDAT+cocaine 0.28, S1P2 antag 1 and sEH inhibitor 2.
Screening O=C(NC1CCCCCC1)C1c2ccccc2C(=O)N1Cc1ccco1 (centres undefined) returned CYP2C19 inhib 15, S1P2 ag 0, sEH activator 0, PostGolgi ctrl 2, hDAT+cocaine -0.23, S1P2 antag 11, CYP2C19 activ 0.8, sEH inhibitor -2 and PostGolgi yeast 0.
For Nc1nc(NCc2ccccc2)nc(Nc2ccc(F)cc2)c1[N+](=O)[O-] the results were CYP2C19 inhib -11, S1P2 ag -5, sEH activator 0, PostGolgi ctrl -2, hDAT+cocaine 0.88, S1P2 antag -2, CYP2C19 activ 1.1, sEH inhibitor 0 and PostGolgi yeast -3.
